Source: PubChem (University of Kansas High Throughput Screening Laboratory)
Pf apPOL block – Pf-apPOL DNA polymerase inhibition; Recombinant Pf-apPOL, molecular beacon fluorescence, 1.5 h; inhibition, % at 10 µM; AID 1794808; 210,000 compounds, 0.25% hits
mHTT CaM bind – disrupts binding of mutant huntingtin to calmodulin; P42858; AID 1671202; inhibition, % at 15 µM; AlphaScreen His-mHTT/GST-CaM binding, luminescence; 190,000 compounds, 3.6% hits;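 also: 0% = both proteins with DMSO and 100% = one protein alone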
Target sequence (P42858 whole entry, looked up, stated change not applied): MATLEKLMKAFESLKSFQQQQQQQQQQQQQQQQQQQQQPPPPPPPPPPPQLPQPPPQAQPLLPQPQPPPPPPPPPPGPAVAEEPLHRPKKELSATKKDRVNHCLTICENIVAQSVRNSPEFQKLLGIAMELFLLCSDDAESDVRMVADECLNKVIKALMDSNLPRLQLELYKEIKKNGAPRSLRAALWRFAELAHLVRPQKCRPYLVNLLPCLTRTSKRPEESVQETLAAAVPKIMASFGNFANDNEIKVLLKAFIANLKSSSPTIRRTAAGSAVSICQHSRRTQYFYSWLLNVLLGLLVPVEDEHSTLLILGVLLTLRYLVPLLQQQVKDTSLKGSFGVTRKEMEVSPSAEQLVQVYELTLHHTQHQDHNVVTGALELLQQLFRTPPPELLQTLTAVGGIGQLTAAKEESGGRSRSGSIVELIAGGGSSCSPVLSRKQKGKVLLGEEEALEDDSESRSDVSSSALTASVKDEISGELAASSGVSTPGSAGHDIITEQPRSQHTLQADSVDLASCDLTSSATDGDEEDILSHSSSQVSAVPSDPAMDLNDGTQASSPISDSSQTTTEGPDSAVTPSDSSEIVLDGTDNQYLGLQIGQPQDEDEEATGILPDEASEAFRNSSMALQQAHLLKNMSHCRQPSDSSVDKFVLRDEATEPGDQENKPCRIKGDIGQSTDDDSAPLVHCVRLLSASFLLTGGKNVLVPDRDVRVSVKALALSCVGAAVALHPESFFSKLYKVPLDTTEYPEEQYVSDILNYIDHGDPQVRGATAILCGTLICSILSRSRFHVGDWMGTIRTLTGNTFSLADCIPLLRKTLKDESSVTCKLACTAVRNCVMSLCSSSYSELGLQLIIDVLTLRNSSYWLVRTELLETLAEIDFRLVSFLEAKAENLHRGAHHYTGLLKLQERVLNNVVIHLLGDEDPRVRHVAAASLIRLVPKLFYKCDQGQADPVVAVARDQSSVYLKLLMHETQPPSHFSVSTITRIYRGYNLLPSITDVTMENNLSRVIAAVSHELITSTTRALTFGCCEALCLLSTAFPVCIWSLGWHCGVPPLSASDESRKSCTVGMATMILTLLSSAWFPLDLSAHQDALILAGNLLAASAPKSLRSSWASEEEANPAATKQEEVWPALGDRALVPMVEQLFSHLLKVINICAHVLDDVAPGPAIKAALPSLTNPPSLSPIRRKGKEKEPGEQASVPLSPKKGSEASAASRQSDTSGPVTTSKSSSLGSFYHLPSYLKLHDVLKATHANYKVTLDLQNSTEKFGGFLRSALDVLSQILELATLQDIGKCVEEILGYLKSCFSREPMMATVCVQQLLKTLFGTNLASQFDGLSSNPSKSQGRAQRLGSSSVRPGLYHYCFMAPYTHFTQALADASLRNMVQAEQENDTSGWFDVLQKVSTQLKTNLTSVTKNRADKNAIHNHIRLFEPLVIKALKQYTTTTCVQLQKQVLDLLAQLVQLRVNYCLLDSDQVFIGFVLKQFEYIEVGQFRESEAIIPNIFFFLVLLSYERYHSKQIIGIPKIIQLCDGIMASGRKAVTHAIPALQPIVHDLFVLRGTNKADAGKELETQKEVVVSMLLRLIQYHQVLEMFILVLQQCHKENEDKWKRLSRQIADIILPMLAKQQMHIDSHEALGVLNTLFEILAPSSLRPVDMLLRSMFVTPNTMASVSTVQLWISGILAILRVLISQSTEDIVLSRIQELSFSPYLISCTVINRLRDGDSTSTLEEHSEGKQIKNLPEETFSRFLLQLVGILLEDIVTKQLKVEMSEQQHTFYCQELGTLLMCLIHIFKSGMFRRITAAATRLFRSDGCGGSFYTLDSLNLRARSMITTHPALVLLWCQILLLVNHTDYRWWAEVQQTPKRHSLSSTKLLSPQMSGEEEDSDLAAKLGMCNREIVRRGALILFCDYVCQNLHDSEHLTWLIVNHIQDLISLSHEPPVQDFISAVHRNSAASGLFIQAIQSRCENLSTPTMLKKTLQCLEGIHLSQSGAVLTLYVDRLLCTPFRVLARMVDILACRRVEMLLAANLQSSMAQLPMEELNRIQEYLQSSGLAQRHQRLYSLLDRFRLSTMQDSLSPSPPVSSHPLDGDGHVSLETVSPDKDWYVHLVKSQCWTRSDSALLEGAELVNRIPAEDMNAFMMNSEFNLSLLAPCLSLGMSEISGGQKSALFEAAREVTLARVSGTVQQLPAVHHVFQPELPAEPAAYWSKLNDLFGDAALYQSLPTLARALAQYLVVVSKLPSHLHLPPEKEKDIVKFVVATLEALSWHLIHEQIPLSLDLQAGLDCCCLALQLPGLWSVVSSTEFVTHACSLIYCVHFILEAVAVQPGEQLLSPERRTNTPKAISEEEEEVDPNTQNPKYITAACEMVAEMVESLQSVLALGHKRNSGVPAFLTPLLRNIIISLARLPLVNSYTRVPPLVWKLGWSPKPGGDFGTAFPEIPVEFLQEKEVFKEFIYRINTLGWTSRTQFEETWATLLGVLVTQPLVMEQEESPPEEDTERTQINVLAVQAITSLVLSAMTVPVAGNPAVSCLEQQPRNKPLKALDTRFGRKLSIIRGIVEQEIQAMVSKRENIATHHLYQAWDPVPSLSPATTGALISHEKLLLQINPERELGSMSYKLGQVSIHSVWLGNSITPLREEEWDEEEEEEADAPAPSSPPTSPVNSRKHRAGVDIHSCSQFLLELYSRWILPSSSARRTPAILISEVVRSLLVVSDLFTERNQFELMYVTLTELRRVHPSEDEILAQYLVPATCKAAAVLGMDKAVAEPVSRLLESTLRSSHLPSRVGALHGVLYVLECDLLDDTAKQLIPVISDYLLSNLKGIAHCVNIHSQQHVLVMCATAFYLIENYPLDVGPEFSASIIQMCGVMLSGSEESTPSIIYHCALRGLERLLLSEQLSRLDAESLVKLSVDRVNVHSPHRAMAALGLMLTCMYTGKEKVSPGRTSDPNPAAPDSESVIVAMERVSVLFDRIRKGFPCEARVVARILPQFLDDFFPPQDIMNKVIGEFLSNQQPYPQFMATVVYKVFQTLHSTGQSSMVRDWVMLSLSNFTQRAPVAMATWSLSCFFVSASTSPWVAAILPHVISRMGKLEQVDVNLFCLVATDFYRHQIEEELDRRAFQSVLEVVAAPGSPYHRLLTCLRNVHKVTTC
* = called active by the depositor; . = not tested or not shown; & = joins results of further samples. Rule as the data show it: active = inhibition above about 50%; inactive = the rest.

no.	mol	Pf apPOL block	mHTT CaM bind
1	COCCc1noc(COC2CCCN(C(=O)c3ccnn3C)C2)n1 (centres undefined)	6	-5
2	O=C1CCCC2=C1C(c1ccccc1)n1nc(SCc3ccccc3Cl)nc1N2 (centres undefined)	-2	-2
3	O=C(CNc1ccccc1-c1nc2ccccc2[nH]c1=O)NCC1COc2ccccc2O1 (centres undefined)	-7	-4
4	Cc1ccccc1C(=O)N1CCC(c2nc(C(=O)N3CCCC3)c(C)o2)CC1	2	10
5	O=C(Nc1cccc(Cl)c1)c1cc2cc(Br)ccc2oc1=O	-4	3
6	O=S1(=O)c2cccc(Cl)c2OC[C@H](c2ccccc2)N1Cc1ccc(Cl)cc1	-3	-15
7	O=C(Nc1ccc(F)cc1F)N1CCN(Cc2nc3cccnc3n2-c2ccccc2)CC1	1	-9
8	O=C(Nc1ccc2c(c1)C(=O)NCC2)Nc1cccs1	28	12
9	CCc1ccc(NC(=O)Cn2cnc(SCc3ccccc3)n2)cc1	-7	-9
10	Cc1ccc(NC(=O)C2CCC(C)(C(=O)NN)C2(C)C)cc1 (centres undefined)	-7	-1
11	CC(C)CC(=O)N1CCN(Cc2ccccc2Cl)CC1	2	4
12	CCn1cc(CN2CCC(C(=O)NCc3ccc4c(c3)OCO4)CC2)c2ccccc21	-1	9
13	O=C(c1ccncc1)N1CCCC2(C1)Nc1ccccc1NC2=NC1CCCC1 (centres undefined)	2	10
14	CCc1ccc(-c2noc(-c3c(O)c4cc(C)ccc4[nH]c3=O)n2)cc1	-2	-12
15	Cc1ccsc1C(O)CNC(=O)CSCc1ccccc1 (centres undefined)	2	-5
16	Clc1ccc2c(c1)C1CC(c3cccs3)=NN1C1(CCCC1)O2 (centres undefined)	-6	78*
17	N=C1S/C(=C\c2cn[nH]c2-c2ccc(F)cc2)C(=O)N1c1ccccc1F	-11	7
18	O=C(Nc1ccc2c(c1)oc1ccccc12)c1ccncc1	-2	2
19	Cc1ccccc1C1C=C(c2ccc(Br)cc2)Nc2nnnn21 (centres undefined)	4	2
20	O=C(Nc1cnc(N2CCOCC2)nc1)c1cccc(Br)c1	-5	-2
21	Cc1nnc(Nc2ccc(S(=O)(=O)Nc3nccs3)cc2)c2ccccc12	-8	6
22	COc1cccc(N2CCN(C(=O)c3ccccc3)C(C)C2=O)c1 (centres undefined)	-3	-4
23	Cc1ccc(C2=NN(CCC(=O)NCCc3cccc(C)c3)C(=O)CC2)cc1	-15	23
24	COCc1cc(=O)[nH]c(Sc2c(-c3ccccc3)c3ccc(Cl)cc3[nH]c2=O)n1	-8	0
25	CN(Cc1ccco1)C(=O)CN1N=C(c2ccccc2)CCC1=O	-20	4
26	O=C(NC(Nc1ccccc1F)C(Cl)(Cl)Cl)c1ccc(Br)cc1 (centres undefined)	-1	-16
27	CSc1ccccc1NC(=O)CSc1nc2ccccc2o1	-8	-9
28	O=C(c1cccc([N+](=O)[O-])c1)c1ccc2c(c1)C(=O)NC2=O	5&0	4&5
29	CCCCn1cnc2c(nnn2C)c1=O	-1	-18
30	COc1cc(Br)c(Br)c(C=Nc2ccc3c(c2)OCCO3)c1O	4	11

Another view of some results above.
23. Cc1ccc(C2=NN(CCC(=O)NCCc3cccc(C)c3)C(=O)CC2)cc1
  Pf apPOL block: -15; mHTT CaM bind: 23
30. COc1cc(Br)c(Br)c(C=Nc2ccc3c(c2)OCCO3)c1O
  Pf apPOL block: 4; mHTT CaM bind: 11
14. CCc1ccc(-c2noc(-c3c(O)c4cc(C)ccc4[nH]c3=O)n2)cc1
  Pf apPOL block: -2; mHTT CaM bind: -12

The list goes on:
no.	mol	Pf apPOL block	mHTT CaM bind
31	O=C1CCc2ccc(OCC(=O)N3CCN(c4ccccc4Cl)CC3)cc21	-13	-7
32	COc1ccc2c(c1)OC(=Cc1ccc(Cl)cc1)C2=O	-6	4
33	CC(C)Sc1nc2c(cnn2-c2ccccc2)c(=O)[nH]1	-4	1
34	COc1ccc2oc(=O)c(-c3csc(Nc4ccc(C(C)=O)cc4)n3)cc2c1	-2	-5
35	CCOc1ccc2nc(C)sc2c1	-1	-7
36	CCOc1ccc(NC(=O)C(=O)c2c(O)[nH]c3ccccc23)cc1	-7	12
37	COc1cc(/C=C2\C(=O)NN(c3ccc(C)c(C)c3)C2=O)cc(OC)c1OC	11	50
38	NC(=O)c1ccc(Cl)c(NC(=O)CCC(=O)O)c1	-6	4
39	Cc1cc(NC(=O)c2ccc(Oc3ccc([N+](=O)[O-])cc3)cc2)no1	2	-5
40	CCN(CC)CCNC(=O)C1CCN(c2nccnc2Sc2ccccc2)CC1	-6	1
41	Cc1onc(-c2ccccc2)c1C(=O)NC(C)CCc1ccccc1 (centres undefined)	-2	-8
42	C[C@H]1COc2cc(N3CCSCC3)ccc2S(=O)(=O)N1C	0	-4
43	CCc1cccc(CC)c1NC(=O)COc1ccc(C)cc1C	-3	-10
44	O=C1Nc2ccccc2OCC1CC(=O)N1CCc2ccccc21 (centres undefined)	-2	4
45	Cc1ccc(-c2nc3ccccc3[nH]2)cc1N	-4	19
46	CCN1CCN(c2ncc3c(n2)CCN(Cc2cc(OC)c(OC)cc2OC)C3)CC1	1	24
47	Cc1nc2cc(N3CCCC(C(=O)N4CCCCCC4)C3)cnc2nc1C (centres undefined)	-4	12
48	Cc1cc(C)cc(OCCNC(=O)c2ccc([N+](=O)[O-])cc2)c1	0	4
49	Cc1ccc(C(=O)Nc2cc(Cl)ccc2C)cc1C	-2	-10
50	Cc1ccc(CNC(=O)c2cnccn2)cc1	-6	-5
51	Cc1ccc(N2CCN(C(=O)C3CC(=O)N(c4ccc5oc(C)nc5c4)C3)CC2)cc1 (centres undefined)	-6	1
52	CCn1c(=N)c(C#N)cc2c(=O)n3ccccc3nc21	4	-1
53	O=C1S/C(=C\c2ccccc2F)C(=O)N1CNc1ccc(I)cc1	-2	2
54	N#Cc1cccc(-c2cn3c(n2)N(C(=O)c2ccsc2)CCC3)c1	0	20
55	CN1C(=O)c2ccccc2Oc2ccc(C(=O)N3CCCC3)cc21	-7	5
56	CCNC(=O)N1CCCC(c2cccc(C(=O)NCc3ccc(N(C)C)cc3)c2)C1 (centres undefined)	-4	54*
57	CN(C)c1ccc(CNC(=O)c2cn3c(n2)CSCC3)cc1	-3	10
58	Cc1ccccc1C(=O)NC(N1CCCCC1)C(Cl)(Cl)Cl (centres undefined)	-9	-2
59	O=C(c1nccc2ccccc12)N1CCc2c(nc(-c3ccccc3)[nH]c2=O)C1	4	-5
60	Cc1ccccc1NC(=O)C1CCCN(C(=O)c2ccccc2F)C1 (centres undefined)	-13	32

Record cards (already shown). Order of screens: Pf apPOL block | mHTT CaM bind
CN(C)c1ccc(CNC(=O)c2cn3c(n2)CSCC3)cc1 in the list: -3 | 10
O=C1Nc2ccccc2OCC1CC(=O)N1CCc2ccccc21 (centres undefined) in the list: -2 | 4

Other records follow:
no.	mol	Pf apPOL block	mHTT CaM bind
61	CCOc1ccc(OCC)c(NS(=O)(=O)c2ccc(OCC)c3ncccc23)c1	-7	27
62	NNC(=O)c1cc(-c2ccc(Cl)cc2)nc2ccccc12	0	10
63	CCOc1ccccc1NC(=O)NCCN1CCN(C(=O)c2cccs2)CC1	-4	-2
64	CCC(=O)Nc1c(-c2ccccc2OC)n[nH]c1C1CC1	-2	4
65	CSc1ccccc1NC(=O)c1noc2c1CCCCC2	1	-62
66	Cc1cc(O)ccc1-n1c(=O)c2cc3c(=O)n(-c4ccc(O)cc4C)c(=O)c3cc2c1=O	5	6
67	O=C1OC(C2CCCCC2)=N/C1=C/c1cccc(F)c1	-2	4
68	O=C(c1cnccn1)N1CCN(c2ccc(-n3cccn3)nn2)CC1	-1	13
69	O=C(O)C1C2C=CC(C2)C1C(=O)NCC1CCCO1 (centres undefined)	1	0
70	CC(C)(C)c1ccc(OCC(=O)Nc2ccc3oc(-c4ccncc4)nc3c2)cc1	68*	3
71	O=C(O)CCC(=O)Nc1cc(Br)c2c(c1)OCCO2	-6	-2
72	O=S(=O)(c1cccc(F)c1)N1CCC(c2noc(-c3cccc(F)c3)n2)CC1	0	-4
73	CC(Sc1ccc(Cl)cc1)C(N)=O (centres undefined)	-9	1
74	Nc1ncnc(Nc2ccc(Cl)cc2C(=O)c2ccccc2Cl)c1[N+](=O)[O-]	-8	6
75	CCC(=O)Nc1nc2nc(C(C)C)cc(=O)n2[nH]1	4&-4	-3&1
76	O=C(NCc1cccs1)C1CCCN(Cc2nc(-c3cccnc3)no2)C1 (centres undefined)	-9	-10
77	O=C1C=C(O)CC(c2ccccc2)C1 (centres undefined)	-3	-5
78	Cc1ccc(NC(=O)Cn2c(N3CCc4ccccc4C3)nc(C)cc2=O)cc1	0	-13
79	CCC(C)NC(=O)C1(C)CCC(=O)N1Cc1cccc(OC)c1 (centres undefined)	-11	-5
80	CCC(=O)Nc1ccc(NC(=O)c2cc(Cl)ccc2OC)cc1	-1	10
81	CC(C)=CCC/C(C)=C/CN(CC(C)O)CC(C)O (centres undefined)	-4	0
82	COc1cccc2sc(Nc3nnc(-c4cccs4)o3)nc12	-265	76*
83	Cn1nccc1C(=O)N1CCC(CCOc2ccccc2F)CC1	2	2
84	CCOc1cccc(-c2noc(Cn3ccnc3C)n2)c1	-2	-1
85	COc1ccc(S(=O)(=O)N(Cc2ccccc2)c2ccccc2C(=O)NC2CCCC2)cc1	2	18
86	CC(C(=O)NCc1ccncc1)N1CCN(c2ccc(Cl)cc2)CC1 (centres undefined)	-3	4
87	CCCn1c(=O)c(N2CCN(C(=O)c3cccc(F)c3)CC2)nc2ccccc21	-4	-14
88	COc1c(Br)cc([N+](=O)[O-])cc1Br	-2	.
89	COc1cc(NC(=O)N2CCC(N3CCN(Cc4ccccc4)C3=O)CC2)cc(OC)c1	-6	18
90	Fc1ccccc1C1C=C(c2ccc(Cl)cc2)Nc2nnnn21 (centres undefined)	-10	19
91	Cc1ccc(S(=O)(=O)NC(=O)N2CCOCC2)cc1	4	.
92	CC1CCN(CCCNC(=O)CN2C(=O)/C(=C/c3ccccc3F)Sc3ccccc32)CC1	-3	12
93	CC1(C)C(C=C(Cl)Cl)C1C(=O)N1CCc2ccccc21 (centres undefined)	1	-30
94	CSc1cccc(NC(=O)c2cncc(Br)c2)c1	-2&0	-8&2
95	COc1cccc(CN2CCc3nc(Nc4ccc(F)cc4)ncc3C2)c1OC	-3	100*
96	CC(NC(=O)CN1CCOCC1)C12CC3CC(CC(C3)C1)C2 (centres undefined)	-3	-2
97	CC(=O)Nc1cc(C(=O)NC2CCCC2)c2ccc(C)nc2c1	16	100*
98	Cc1ccc2c(c1)C(CS(=O)(=O)NCCc1ccccc1)NC2 (centres undefined)	-20	38
99	CCc1cccc(CC)c1NC(=O)CN1C(=O)C2C3C=CC(C3)C2C1=O (centres undefined)	-1	-2
100	COc1cc(C)c(NC(=O)c2cc(OC)c(OC)c(OC)c2)cc1C(C)C	-11	0
101	COc1ccc(C(=O)NCCn2cc(SCc3ccccc3)c3ccccc32)cc1OC	1	36
102	COc1ccc(S(=O)(=O)Nc2ccc3oc(C)c(C(C)=O)c3c2)cc1	-3	9
103	Cc1ccc(CCNC(=O)c2nnn(-c3cc(C)cc(C)c3)c2N)cc1	0	-1
104	O=C(Nc1ccc(N2CCN(C(=O)c3cccc(F)c3)CC2)nc1)c1ccccc1	-6	4
105	Cc1sc(NC(=O)CC(c2ccccc2)c2ccccc2)c(C(N)=O)c1C	-3	-4
106	Cc1nc2cc(N3CC(C(=O)Nc4ccc(F)cc4)CC3=O)ccc2o1 (centres undefined)	-2	8
107	O=C1C=C(Nc2cccc(C(F)(F)F)c2)C(=O)c2ccccc21	2	19
108	Cc1nnc(-c2cc(C)n(CC(=O)Nc3ccc(Cl)cc3)c2C)o1	3	48
109	Cc1ccccc1NC(=O)CCN1CC(C)CC(C)C1 (centres undefined)	-12	0
110	COc1ccc(S(=O)(=O)Nc2nnc(C)s2)cc1	-7	-2
111	COc1cc(C=Nc2c(C)n(C)n(-c3ccccc3)c2=O)cc(OC)c1OC	17	8
112	CC1=NN(c2nc(-c3ccccc3O)cs2)C(=O)C1	-6	98*
113	Cc1c(C#N)c(-n2cccc2)n(Cc2cccs2)c1C	-3	.
114	O=C(Nc1ccc(Br)cc1)c1cccc(S(=O)(=O)Nc2ccccn2)c1	2	24
115	O=C(c1ccco1)N1CC2CC(NS(=O)(=O)c3cccs3)C1C2 (centres undefined)	-1	3
116	CCC(=O)N1c2ccccc2-c2nnc(SC)nc2OC1c1ccccn1 (centres undefined)	-1	-2
117	CC1=CCC2(C(=O)OC(C)(C)OC2=O)C(c2ccc(Br)cc2)C1 (centres undefined)	-2	-19
118	COc1ccc(C(C)NC(=O)c2cc3c(s2)CCN(C(=O)c2ccccc2)C3)cc1 (centres undefined)	-4	-2
119	N#C/C(=C\c1ccccc1[N+](=O)[O-])c1nc(-c2ccc(Br)cc2)cs1	-3	15
120	Cc1cccc(NC(=O)c2csc3c2CCCC3)c1C	-2	-7

Molecules from the list above that contain a cyano group:
no.	mol	Pf apPOL block	mHTT CaM bind
52	CCn1c(=N)c(C#N)cc2c(=O)n3ccccc3nc21	4	-1
54	N#Cc1cccc(-c2cn3c(n2)N(C(=O)c2ccsc2)CCC3)c1	0	20
113	Cc1c(C#N)c(-n2cccc2)n(Cc2cccs2)c1C	-3	.
119	N#C/C(=C\c1ccccc1[N+](=O)[O-])c1nc(-c2ccc(Br)cc2)cs1	-3	15

(listing goes on)
no.	mol	Pf apPOL block	mHTT CaM bind
121	O=C(Nc1sc2c(c1C(=O)NC1CCS(=O)(=O)C1)CCCC2)c1ccc(F)cc1 (centres undefined)	-5	-1
122	c1ccc(-n2cnnc2C2CCN(Cc3ccccn3)CC2)cc1	-4	-2
123	COc1cc(NC(=O)COc2ccc(C)c(C)c2)c(OC)cc1Cl	-3	-10
124	COc1ccc(NC(=O)N2CCc3nc(-c4ccc(F)cc4)ncc3C2)cc1	-2	0
125	CCCN1CCN(CCCNC(=O)c2ccc3c(c2)N(C)C(=O)C2CCCCN32)CC1 (centres undefined)	10	6
